NALP1 yeast inh = NALP1 inflammasome inhibitors in reconstituted yeast, colorimetric, S. cerevisiae, triplicate retest; AID 2071, 2009; hit rate 0.61% among 280,000; S. cerevisiae NALP1/ASC/caspase-1 growth, X-gal OD620, 72 h; inhibition, % at 10 µM; in the data active = inhibition mostly above about 24%, no sharp cut-off; inactive = mostly below about 32%; also: some compounds called inactive have numbers as strong as hits
MEKK2wt PB1 HTS = modulators of MEK5 binding to wildtype MEKK2, primary screen, biochemical, multiplex bead flow cytometry, Alexa488-MEK5. binding response (% of control), % at 10 µM. Mitogen-activated protein kinase kinase kinase 2 (Homo sapiens), Q9Y2U5. Alexa488-MEK5 binding to MEKK2 WT; actives lie on both sides. hit rate 1.1% among 290,000; in the data active = binding response below about 67% or above about 130%
IDE cell activ = human IDE activators in live cells, primary screen, fluorescence polarization, HEK cells, FAbeta-B substrate; FAbeta-B cleavage; 0% vehicle, 100% cell-free pure enzyme wells; activation, % at 5.96 µM; hit rate 0.073% among 340,000;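 active = activation above the mean of all tested compounds plus 3 SD, set per screening campaign, cut at about 17% in these data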
MEKK3 PB1 HTS = modulators of MEKK3-MEK5 PB1 binding, primary screen, biochemical, wildtype MEKK3, multiplex bead flow cytometry, Alexa488-MEK5; AID 1529, 2009; binding response (% of control), % at 10 µM; hit rate 1.4% among 290,000; bead-based flow cytometry, Alexa488-MEK5 binding to MEKK3; actives lie on both sides; 0 = blocked by unlabeled MEK5, 100 = vehicle;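 active = binding response more than 3 SD above or below the average of its plate-row segment, actives on both sides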;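 also: Alexa488 bead fluorescence after subtracting the streptavidin-only scavenger bead signal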
M18AAP inhibitor = PfM18AAP inhibitors, malaria aminopeptidase, primary screen, biochemical, QFRET, recombinant enzyme; H-Glu-NHMec fluorogenic cleavage; M18 aspartyl aminopeptidase (Plasmodium falciparum 3D7); inhibition, % at 7.35 µM; hit rate 1.2% among 290,000;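 active = inhibition above the campaign mean inhibition over all tested compounds plus 3 SD, cut at about 28% in these data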;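 also: 0% = plate median of test compound wells and 100% = 2 mM ZnCl2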
SUMO HTRF inh = inhibitors of in vitro SUMOylation cascade, primary screen, biochemical, HTRF, uHTS. HTRF SUMOylation assay, SAE1/SAE2 + UBC9. inhibition, % at 35 µM. SUMO-conjugating enzyme UBC9 (Homo sapiens), P63279. AID 2006, 2009. hit rate 0.36% among 290,000; in the data active = inhibition above about 50%, passing the limit was not always enough; also: strong numbers were not always called active
IDE cell inh = human IDE inhibitors in live cells, primary screen, fluorescence polarization, HEK cells, FAbetaB substrate; Insulin-degrading enzyme (Homo sapiens), P14735; FAbetaB cleavage; inhibition, % at 5.59 µM; hit rate 0.41% among 320,000;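 active = percent inhibition above the average of all tested compounds plus 3 SD, set per screening campaign, cut at about 16% in these data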;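 also: IDE supplied by intact live HEK cells; FP after avidin binding of uncleaved biotin substrate so inhibition keeps polarization high; 0% = DMSO wells and 100% = 60 µM reference IDE inhibitor Ii1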
MEKK2 mut-MEK5 = MEK5 binding signal on mutant MEKK2 PB1, primary screen, biochemical, multiplex bead flow cytometry, Alexa488-MEK5. percent response, % at 10 µM. AID 1530, 2009. Alexa488-MEK5 binding to MEKK2 mutant. hit rate 0.35% among 290,000; in the data active = percent response above about 24%, passing the limit was not always enough; also: inactives centre near 1; some results filed as inactive read as strong as hits; reference of the scale not given here
p-CIP stab down = p/CIP-EGFP fusion destabilizers, primary screen, fluorescence, F442A cells. hit rate 0.01% among 290,000. Q05BA5. decrease of EGFP signal, % at 10 µM. AID 1984, 2009. 16 h;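 active = EGFP signal decrease of at least 30% at 10 µM or well 3 SD below plate mean, unless failing retest; inactive = the rest, including hits failing retest or dose response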; also: some compounds called inactive have numbers as strong as hits; many of its hits are not listed in these tables
Target sequence (Q05BA5 1-1403): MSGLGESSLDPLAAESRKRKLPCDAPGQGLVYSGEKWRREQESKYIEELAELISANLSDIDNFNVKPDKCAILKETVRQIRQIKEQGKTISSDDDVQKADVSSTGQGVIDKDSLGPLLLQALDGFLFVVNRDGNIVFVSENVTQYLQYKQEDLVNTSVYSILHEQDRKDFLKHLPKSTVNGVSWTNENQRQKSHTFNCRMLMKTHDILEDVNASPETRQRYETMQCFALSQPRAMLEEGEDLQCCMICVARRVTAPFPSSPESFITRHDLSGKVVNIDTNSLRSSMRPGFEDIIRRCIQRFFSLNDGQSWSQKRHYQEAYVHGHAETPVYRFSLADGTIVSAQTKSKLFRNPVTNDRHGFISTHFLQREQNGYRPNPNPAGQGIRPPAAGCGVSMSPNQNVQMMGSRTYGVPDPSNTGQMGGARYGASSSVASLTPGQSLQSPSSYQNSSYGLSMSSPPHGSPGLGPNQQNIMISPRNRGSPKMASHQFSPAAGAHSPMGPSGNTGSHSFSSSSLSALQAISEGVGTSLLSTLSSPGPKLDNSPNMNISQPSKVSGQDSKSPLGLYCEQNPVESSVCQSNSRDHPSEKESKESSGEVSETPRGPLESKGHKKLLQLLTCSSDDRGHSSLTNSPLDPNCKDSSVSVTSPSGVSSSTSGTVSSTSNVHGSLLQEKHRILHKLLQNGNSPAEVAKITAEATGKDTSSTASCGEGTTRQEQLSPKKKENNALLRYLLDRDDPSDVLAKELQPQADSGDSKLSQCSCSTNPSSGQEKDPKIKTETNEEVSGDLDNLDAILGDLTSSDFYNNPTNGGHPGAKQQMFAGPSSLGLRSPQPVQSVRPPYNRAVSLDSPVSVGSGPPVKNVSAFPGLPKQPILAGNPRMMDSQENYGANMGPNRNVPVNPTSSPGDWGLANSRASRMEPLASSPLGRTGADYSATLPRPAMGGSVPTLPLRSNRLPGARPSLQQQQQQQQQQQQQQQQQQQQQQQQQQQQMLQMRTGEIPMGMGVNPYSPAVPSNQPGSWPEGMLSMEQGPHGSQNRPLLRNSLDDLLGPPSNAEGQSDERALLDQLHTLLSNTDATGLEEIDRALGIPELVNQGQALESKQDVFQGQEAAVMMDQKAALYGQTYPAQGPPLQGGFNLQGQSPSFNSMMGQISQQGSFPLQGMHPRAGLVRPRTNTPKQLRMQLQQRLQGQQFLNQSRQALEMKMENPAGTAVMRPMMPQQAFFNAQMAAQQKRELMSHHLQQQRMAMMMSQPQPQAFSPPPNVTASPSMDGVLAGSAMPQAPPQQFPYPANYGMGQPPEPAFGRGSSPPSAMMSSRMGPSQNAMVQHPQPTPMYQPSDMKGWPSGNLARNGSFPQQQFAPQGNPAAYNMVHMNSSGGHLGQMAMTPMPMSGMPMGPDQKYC
The depositor's hits bear a star; · = not tested or not shown; [ ] = dose if it differs, or a comment. A portion of the library; rates above refer to the full screens.

SMILES | NALP1 yeast inh | MEKK2wt PB1 HTS | IDE cell activ | MEKK3 PB1 HTS | M18AAP inhibitor | SUMO HTRF inh | IDE cell inh | MEKK2 mut-MEK5 | p-CIP stab down
Cc1ccc(-n2c(Cl)c(Cl)nc(Cl)c2=O)cc1 | 124* | 103 | -3 | 103 | -106 | 26 | 1 | -2 | -6
Cc1cc(C)cc(CSCC(=O)N/N=C/c2ccc(OCC(=O)NCc3ccco3)cc2)c1 | -6 | 99 | 2 | 101 | 1 | 9 | 2 | 2 | -2
Cc1noc(NS(=O)(=O)c2ccc(N/C=C\C(=O)c3ccc(F)cc3)cc2)c1C | 25 | 101 | · | 100 | -1 | 16 | -5 | 0 | -17
O=C(NCc1ccccc1)NCc1cccs1 | 3 | 94 | -7 | 96 | -1 | 14 | 0 | -4 | -29
COC(=O)C1=C(C)N(CCCC(=O)O)C(=O)NC1c1ccc(-c2ccccc2)cc1 (stereo not drawn) | 29 | 101 | -3 | 106 | -4 | 22 | 2 | 3 | -1
Fc1ccc(Cn2nnnc2CN2CCN(C3CCCC3)CC2)cc1 | 15 | 114 | 4 | 107 | -12 | 3 | -5 | 16 | -10
C=CCNC(=O)CSCc1ccc(Br)cc1 | -15 | 70 | -1 | 61 | -10 | 12 | 8 | -11 | 9
Clc1ccc(-c2nnn(Cc3nc4ccccc4s3)n2)cc1 | 24 | 109 | 4 | 111 | 7 | -14 | 3 | 4 | -2
O=C(CCc1nc(-c2ccccc2F)no1)NCCN1CCc2ccccc2C1 | 8 | 101 | -2 | 99 | -5 | 8 | -1 | 1 | 3
Cc1nc(C)c(-c2ccn(C(=O)NC(C)C)n2)s1 | 10 | 97 | 8 | 102 | -8 | 21 | 3 | 0 | -4
CN(CC(=O)Nc1ccc(F)cc1)C(=O)CSc1nncs1 | 5 | 103 | 2 | 100 | 6 | 3 | 2 | 8 | -1
Cc1ccccc1Cc1ccc(Cl)nn1 | -14 | 103 | 5 | 111 | -5 | -6 | -2 | 2 | 12
Cc1ccc(NC(=O)CN2C(=O)NC(Cc3c[nH]c4ccccc34)C2=O)cc1S(=O)(=O)N1CCCCC1 (stereo not drawn) | 27 | 97 | 2 | 99 | -7 | 3 | -5 | -2 | -17
Nc1nc(NCC2CCCO2)nc(Nc2ccc(Cl)cc2)c1[N+](=O)[O-] (stereo not drawn) | · | 109 | -4 | 110 | -2 | 13 | 7 | 11 | -4
COC(=O)c1ccc(NC(=O)Nc2ccc(F)c(Cl)c2)cc1 | -6 | 105 | 5 | 101 | -6 | 11 | 2 | 8 | -1
CCCCC1=CC2=CC(=O)C(C)(OC(=O)CC)C(=O)C2=CN1CCCOC(C)C (stereo not drawn) | -22 | 101 | 3 | 98 | · | -5 | 2 | 1 | 3
COc1ccc2nc(NC(=O)CCNC(=O)c3ccccc3Cl)sc2c1 | -8 | 97 | -4 | 103 | -5 | 15 | -1 | -1 | -16
Cc1cccc(NC(=O)CSc2n[nH]c(-c3cccnc3)n2)c1 | 6 | 98 | -4 | 97 | -9 | 10 | 4 | 2 | -6
CCCN(CCC)Cc1c(C(=O)N/N=C/C(C)=C\c2ccccc2)nnn1-c1nonc1N | 18 | 83 | -23 | 93 | -8 | -23 | -4 | -15 | -11
COc1ccc(NC2CCCN(C(=O)CN3C(=O)c4ccccc4C3=O)C2)cc1OC (stereo not drawn) | 2 | 98 | 3 | 97 | 7 | -4 | 5 | -1 | 1
CCC(C)C(=O)Nc1nc(C)c(-c2csc(Nc3cc(Cl)ccc3OC)n2)s1 (stereo not drawn) | -9 | 108 | 3 | 100 | -3 | 15 | -6 | 2 | -2
COCCN1C(=O)c2ccccc2C(C(=O)N2CCN(c3ccccc3)CC2)C1c1ccc(F)cc1 (stereo not drawn) | 6 | 61 | 6 | 55 | -6 | -6 | 1 | -18 | -9
COc1cccc(C(=O)N(CN2CCCC2=O)c2cccc(Cl)c2)c1 | 11 | 97 | -9 | 100 | -2 | -21 | 3 | -3 | 9
CCCCNC(=O)C1CC(=O)N(C2CCCC2)C1 (stereo not drawn) | 10 | 94 | 6 | 89 | -13 | 12 | -3 | -7 | -9
O=C(C1CC1)N1CCc2cc(S(=O)(=O)N3CCCc4ccccc43)ccc21 | -6 | 105 | 0 | 104 | 3 | -19 | 3 | 1 | -14
Cc1ccc(C(=O)Nc2ccccc2N2CCCCC2)cc1 | -29 | 99 | 4 | 100 | -4 | -21 | -4 | -2 | 8
CCC(=O)Nc1ccc(Oc2ccc3c(c2)C(=O)NC3=O)cc1 | 8 | 115 | -3 | 105 | 0 | 12 | 1 | 10 | -2
CCOC(=O)Nc1sc(C)c(C)c1C(=O)OCC | 32 | 97 | 7 | 101 | -4 | -16 | 2 | -2 | 0
O=C(CCCN1CCOCC1)c1ccc2c(c1)OCCO2 | 8 | 95 | 2 | 95 | 3 | 1 | -1 | -5 | -7
O=C(Nc1ccccc1)c1nn(-c2ccccc2)c(=O)cc1C(F)(F)F | -2 | 96 | 4 | 100 | -5 | 13 | -1 | -1 | -22
COc1cc(CNCCN2CCOCC2)ccc1OCc1ccc(Cl)cc1 | 9 | 110 | -2 | 103 | 6 | 10 | 0 | 4 | -4
Cn1nc(C(F)(F)F)cc1-c1ccc(S(N)(=O)=O)s1 | 5 | 99 | 8 | 101 | 21 | -2 | 1 | -1 | 4
C/C(=N\OC(=O)c1c(-c2ccccc2Cl)noc1C)c1ccncc1 | 3 | 55 | 4 | 48*[inhibitor] | -10 | -7 | 0 | -16 | -5
COc1ccc(C(C(=O)NCC2CCCO2)N(C(=O)CNC(=O)c2ccco2)c2cc(C)ccc2C)cc1OC (stereo not drawn) | 8 | 95 | 1 | 98 | -8 | 1 | 11 | 0 | -10
CCN1CCCC(OC(=O)c2cc(-c3ccc(C)cc3)nc3ccccc23)C1 (stereo not drawn) | 3 | 122 | 6 | 101 | 4 | -4 | 4 | 7 | -4
N#Cc1c(-c2ccccc2F)cc(-c2cccnc2)nc1N | 37 | 100 | 0 | 100 | 2 | 16 | 0 | -1 | -12
COCc1[nH]c(=S)[nH]c(=O)c1C | 0 | 101 | 3 | 104 | 3 | 22 | 1 | 22 | -9
O=c1[nH]c(CSc2ccccn2)nc2c1oc1ccccc12 | 14 | 93 | 4 | 92 | -3 | 5 | -2 | -6 | -15
CCC(=O)Nc1ccc(S(=O)(=O)Nc2nccs2)cc1 | 12 | 113 | 0 | 112 | -15 | 20 | 1 | 8 | -10
Cc1cc2c(cc1S(=O)(=O)N1CCc3ccccc31)NC(=O)CO2 | -2 | 98 | 2 | 103 | 1 | 2 | 0 | -1 | 7
COc1ccc(S(=O)(=O)N2CCOCC2)cc1NC(=O)c1ccccc1-c1ccc(C(F)(F)F)cc1 | 12 | 103 | -4 | 125 | -6 | 13 | 1 | 3 | 0
O=C1Nc2ccccc2/C1=C/c1cccnc1 | 5 | 96 | 3 | 93 | 17 | 12 | 0 | -4 | 0
COc1ccc(/C=C/C(=O)NC(=S)N2CCOCC2)cc1 | 12 | 108 | 2 | 102 | 5 | 10 | 1 | 5 | -8
CC(=O)Nc1ccc(S(=O)(=O)N2CCN(CCc3ccccc3)CC2)cc1 | -8 | 99 | -2 | 101 | 7 | 8 | -3 | 3 | -2
O=C(O)c1cccnc1Br | 24 | 103 | 3 | 100 | -3 | -2 | -6 | 1 | -8
CCn1nc(C)c(CCC(=O)O)c1C | 7 | 90 | -2 | 95 | -5 | 9 | 3 | -11 | -11
COc1ccccc1C(CCNCc1ccccc1)c1ccc(OC(C)C)cc1 (stereo not drawn) | 38 | 158* | 8 | 110 | -2 | -13 | 0 | 24* | -1
CCC(=O)N1CCN(c2ccc(Cl)cc2NC(=O)c2ccc3c(c2)OCCO3)CC1 | · | 123 | 0 | 117 | 4 | 2 | 3 | 14 | -6
Cc1csc(N(C(=O)c2cccc(S(=O)(=O)N(C)C)c2)c2ccccc2)n1 | 0 | 98 | 1 | 100 | -2 | 14 | 4 | -2 | -1
O=C(COC(=O)CNS(=O)(=O)/C=C/c1ccccc1)NC1CCS(=O)(=O)C1 (stereo not drawn) | 13 | 98 | 2 | 100 | 2 | -10 | 6 | 1 | -8
CCOc1ccc(Oc2c(/C=N/NC(N)=O)c(C)nn2-c2ccccc2)cc1 | 18 | 102 | 0 | 99 | -3 | -12 | 2 | 14 | -4
COc1ccc(-c2ccc(CCC(=O)O)n2-c2ccccc2OC)cc1 | 6 | 99 | 6 | 100 | 23 | 16 | 1 | 2 | 3
CN(C)CCNC(=O)c1[nH]nc2c1CCc1ccccc1-2 | 21 | 110 | 2 | 103 | 0 | 10 | 2 | 7 | -15
O=C(CCCN1C(=O)/C(=C/c2cccc(Br)c2)SC1=S)N1CCOCC1 | 12 | 96 | 5 | 95 | -1 | 3 | 6 | -1 | 3
Cc1ccc2nc(N3CCN(Cc4nnnn4C4CCCC4)CC3)c(C#N)cc2c1 | 4 | 99 | 0 | 96 | 2 | 18 | -1 | 2 | -2
Cc1ccc(NC(=O)c2ccncc2)cc1S(=O)(=O)N(C)C | 16 | 95 | 3 | 94 | 4 | 7 | 0 | 3 | -15
O=[N+]([O-])c1ccc(NCCNCCOc2nonc2-c2ccccc2)c([N+](=O)[O-])c1 | 31 | 101 | 3 | 93 | -1 | 14 | -2 | 0 | -16
COc1ccc(NC(=O)C2CC(=O)N/C(=N/N=C/c3ccco3)S2)cc1 (stereo not drawn) | · | 89 | · | 95 | 2 | -11 | -2 | -7 | -3
O=C(c1ccc(CNc2c(N3CCCC3)c(=O)c2=O)cc1)N1CCN(C2CCCCC2)CC1 | 33 | 102 | -2 | 103 | 4 | 16 | 4 | -3 | -2
COc1ccc(NC(=O)Nc2cc(C)ccc2F)cc1 | 4 | 78 | -4 | 75 | -1 | -2 | 4 | -13 | 1
Remaining list, next part
SMILES | NALP1 yeast inh | MEKK2wt PB1 HTS | IDE cell activ | MEKK3 PB1 HTS | M18AAP inhibitor | SUMO HTRF inh | IDE cell inh | MEKK2 mut-MEK5 | p-CIP stab down
Cc1nnc(SCC(=O)Nc2ccc3c(c2)OCO3)[nH]c1=O | 17 | 98 | 2 | 95 | 11 | 12 | 2 | -1 | 4
O=C(c1cccs1)N1CCN(c2ccc(Cl)cc2)CC1 | -4 | 109 | -7 | 107 | -4 | 5 | 7 | 4 | -10
CCOc1ccc(C(=O)NCC(=O)Nc2ccc(N3CCOCC3)cc2)cc1OCC | -14 | 93 | 5 | 97 | 2 | -25 | 7 | -7 | -9
O=C(Nc1ccccc1C(=O)N1CCN(Cc2ccccc2)CC1)c1ccc(F)cc1 | 12 | 105 | 2 | 101 | 0 | -3 | 0 | 4 | -1

Whole records as entered above. Screens in order: NALP1 yeast inh, MEKK2wt PB1 HTS, IDE cell activ, MEKK3 PB1 HTS, M18AAP inhibitor, SUMO HTRF inh, IDE cell inh, MEKK2 mut-MEK5, p-CIP stab down
CCOc1ccc(C(=O)NCC(=O)Nc2ccc(N3CCOCC3)cc2)cc1OCC reads -14, 93, 5, 97, 2, -25, 7, -7, -9
O=C(c1cccs1)N1CCN(c2ccc(Cl)cc2)CC1 reads -4, 109, -7, 107, -4, 5, 7, 4, -10

Source: PubChem
